# SENP6 block – SENP6 protease inhibitors, primary screen, biochemical, luminescence, uHTS; AID 2599, 2010; Recombinant SENP6 catalytic domain, aminoluciferin luminescence; Sentrin-specific protease 6 (Homo sapiens), Q9GZR1; 330,000 compounds, 1.8% hits; inhibition, % at 10 µM;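 active = inhibition above about 50% at the single tested dose, limit read from the data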;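 also: plate controls were DMSO wells with enzyme for no effect and DMSO wells lacking enzyme for full effect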
# SENP8 block-1 – human SENP8 protease inhibitors, primary screen, biochemical, fluorescence, Nedd8 protein substrate, uHTS; recombinant SENP8; Sentrin-specific protease 8 (Homo sapiens), Q96LD8; 360,000 compounds, 0.64% hits; inhibition, % at 20 µM; AID 602440, 2012; in the data active = inhibition mostly above about 40%, no sharp cut-off; inactive = mostly below about 27%
# Apaf-1 inh – inhibitors of human Apaf-1 apoptosome, primary screen, biochemical, DEVD-Rh110 fluorescence, uHTS; Apoptotic protease-activating factor 1 (Homo sapiens), O14727; reconstituted apoptosome caspase-3 activity; inhibition, % at 20 µM; 330,000 compounds, 0.71% hits; AID 489030, 2010; active = inhibition of at least 40% at 20 µM;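 also: plate controls were DMSO wells for no effect and DEVD-CHO caspase inhibitor wells for full effect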
# Target sequence (O14727 whole entry, looked up): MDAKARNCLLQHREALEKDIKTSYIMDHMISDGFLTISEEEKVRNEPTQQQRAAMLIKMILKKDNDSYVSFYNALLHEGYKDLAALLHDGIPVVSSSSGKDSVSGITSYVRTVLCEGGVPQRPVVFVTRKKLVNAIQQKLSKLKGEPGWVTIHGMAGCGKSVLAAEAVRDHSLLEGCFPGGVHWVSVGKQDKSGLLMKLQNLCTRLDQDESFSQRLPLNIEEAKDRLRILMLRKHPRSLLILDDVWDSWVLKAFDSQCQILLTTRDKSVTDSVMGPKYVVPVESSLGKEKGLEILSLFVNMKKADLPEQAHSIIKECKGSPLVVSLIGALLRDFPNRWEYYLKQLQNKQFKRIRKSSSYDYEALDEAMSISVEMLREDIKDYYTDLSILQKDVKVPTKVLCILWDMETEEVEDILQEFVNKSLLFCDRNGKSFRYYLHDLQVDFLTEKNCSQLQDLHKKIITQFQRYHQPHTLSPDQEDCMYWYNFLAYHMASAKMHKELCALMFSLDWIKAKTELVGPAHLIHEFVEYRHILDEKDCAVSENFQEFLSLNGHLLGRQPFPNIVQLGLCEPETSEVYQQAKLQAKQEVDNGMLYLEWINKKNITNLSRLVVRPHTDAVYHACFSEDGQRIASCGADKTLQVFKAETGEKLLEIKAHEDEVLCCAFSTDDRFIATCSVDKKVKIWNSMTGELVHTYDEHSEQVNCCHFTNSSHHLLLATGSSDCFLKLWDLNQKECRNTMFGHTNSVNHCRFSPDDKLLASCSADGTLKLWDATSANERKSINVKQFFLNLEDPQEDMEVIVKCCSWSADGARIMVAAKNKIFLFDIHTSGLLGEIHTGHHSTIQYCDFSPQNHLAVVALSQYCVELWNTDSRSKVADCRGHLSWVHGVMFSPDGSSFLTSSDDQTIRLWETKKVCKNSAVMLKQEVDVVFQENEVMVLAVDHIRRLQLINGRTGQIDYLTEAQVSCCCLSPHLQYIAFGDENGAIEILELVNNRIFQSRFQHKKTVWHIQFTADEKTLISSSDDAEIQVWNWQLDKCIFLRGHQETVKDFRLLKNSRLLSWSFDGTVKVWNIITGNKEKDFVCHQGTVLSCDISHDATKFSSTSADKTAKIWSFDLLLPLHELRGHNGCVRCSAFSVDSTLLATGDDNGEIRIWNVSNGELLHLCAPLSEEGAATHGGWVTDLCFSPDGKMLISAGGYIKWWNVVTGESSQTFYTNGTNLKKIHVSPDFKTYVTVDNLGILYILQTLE
#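 System – cell-free apoptosome with Apaf-1, procaspase-3 and caspase-9 · Buffer or medium – pH 7.5 Hepes buffer with CHAPS, BSA, DTT · Also added – cytochrome c with DEVD-Rh110 · Times – 30 min compound preincubation, 50 min activation, room temperature · Technique – Rh110 fluorescence intensity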
# SENP1 FRET inh – human SENP1 catalytic domain inhibitors, primary screen, biochemical, FRET, uHTS; Sentrin-specific protease 1 (Homo sapiens), Q9P0U3; inhibition, % at 10 µM; 360,000 compounds, 0.21% hits; AID 624204, 2012; recombinant SENP1 catalytic domain, CyPet-SUMO1-YPet FRET cleavage;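 active = inhibition at least 30% at 10 µM, raw YFP signal under a set limit, fluorescence ratio 0.5 to 1.5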;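 also: 0% = enzyme with DMSO and 100% = no enzyme wells; some results filed as inactive read as strong as hits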
#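 Controls: no-enzyme wells low, DMSO-plus-enzyme wells high control. Test system: human recombinant His6-tagged SENP1 catalytic domain enzyme. Reagent: SFCypet-SUMO1-SFYpet FRET protein substrate, 25 nM final. Doses: one dose per compound, 10 µM, 0.5% DMSO. Detection: FRET, CFP and YFP emission. Timing: 50 min reaction at room temperature.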
# HKDC1 inhibitor – HKDC1 hexokinase inhibitors, primary screen, biochemical, fluorescence, uHTS | Q2TB90 | recombinant HKDC1, G6PDH/diaphorase resazurin coupled fluorescence | inhibition, % at 20 µM | 340,000 compounds, 0.16% hits | AID 493160, 2011;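 active = inhibition above about 35% when tested at 20 µM, limit read from the data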;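 also: plate controls were DMSO wells with enzyme for no effect and DMSO wells lacking enzyme for full effect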
#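 Assay system: in-house recombinant HK5 (HKDC1) enzyme. Input: HKDC1 at 5 µg/mL. Medium: Tris pH 8.0 buffer with MgCl2, Tween-20, BSA, BME. Dosing: single 20 µM dose. Schedule: 90 min reaction incubation at room temperature, dark. Signal: resazurin-to-resorufin fluorescence via G6PDH and diaphorase coupling, 525/613 nm. Controls: DMSO-enzyme wells negative, buffer-substituted wells positive.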
# PfG6PD inh – PfG6PD enzyme inhibitors, primary screen, biochemical, fluorescence intensity, uHTS. glucose-6-phosphate dehydrogenase-6-phosphogluconolactonase (Plasmodium falciparum 3D7). PfGluPho enzyme, NADPH resazurin-diaphorase fluorescence. inhibition, % at 20 µM. 350,000 compounds, 0.78% hits. AID 504690, 2011;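 active = inhibition reaching at least a set limit at 20 µM in the primary screen, cut at about 59% in these data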;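 also: 0% = DMSO wells with substrate and 100% = DMSO wells lacking glucose-6-phosphate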
# SENP8 block-2 – SENP8 protease inhibitors, primary screen, biochemical, luminescence; AID 2540, 2010; purified SENP8, Z-RLRGG-aminoluciferin cleavage; inhibition, % at 10 µM; Sentrin-specific protease 8 (Homo sapiens), Q96LD8; 330,000 compounds, 1.2% hits; in the data active = inhibition above about 50%
# SENP7 block – SENP7 protease inhibitors, primary screen, biochemical, luminescence, uHTS. recombinant SENP7, Z-RLRGG-aminoluciferin luminescence, 40 min. inhibition, % at 5 µM. 330,000 compounds, 1.5% hits;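 active = inhibition above about 50% at the single test dose, limit read from the data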;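 also: plate controls were DMSO with enzyme for no effect and no enzyme buffer wells for full effect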
# * hit, by the source's call; i = inactive; · = no result given. This is a random part of the collection; overall some 3.6% were active at least once.
SMILES,SENP6 block,SENP8 block-1,Apaf-1 inh,SENP1 FRET inh,HKDC1 inhibitor,PfG6PD inh,SENP8 block-2,SENP7 block
O=c1[nH]c(C2CCN(S(=O)(=O)c3ccc(S(=O)(=O)NC4CC4)cc3)CC2)nc2c1nnn2Cc1ccccc1,12.4,3.2,15.5,1.9,1.6,1.6,-5.9,1.5
Nc1c(C(=O)OCC(=O)Nc2ccc(OC(F)F)cc2)[nH]c(=O)[nH]c1=O,4.9,i,-3.7,-12.6,1.2,14.1,-6.8,3.0
O=C1CCC([N+](=O)[O-])C(c2ccccc2C(F)(F)F)N1 (stereo not drawn),-4.5,16.8,-0.7,3.0,-6.3,10.0,4.6,7.5
Cc1ccc(S(=O)(=O)c2nc(-c3ccccc3)oc2NCCN2CCOCC2)cc1,0.2,-22.3,13.3,-2.2,-2.0,20.3,-3.4,-6.9
CCN(CC)c1ccc(C(=S)NC2CCCCC2)cc1,17.8,35.2,-9.2,-1.2,-1.0,54.8,10.2,-2.3
CC1=C/C(=N\OS(=O)(=O)c2ccccc2)C(C(C)C)=CC1=O,·,12.0,·,-1.1,18.3,98.5*,·,·
COc1ccc(C(C(=O)NC2CCCC2)N(Cc2cccs2)C(=O)c2ccn[nH]2)cc1OC (stereo not drawn),-4.4,4.3,-5.5,1.7,-2.0,-16.9,-0.7,4.9
Cc1[nH]cnc1CSCc1ccc(Cl)cc1,1.0,4.0,-426.1,-13.9,-5.3,-2.8,-5.5,-5.5
Cc1ccc(CCNC(=O)Cc2ccc(NC3=NC4CS(=O)(=O)CC4S3)cc2)cc1 (stereo not drawn),-6.4,-4.0,0.6,2.0,-5.7,-20.8,6.1,-2.8
NC(=O)c1nsc(C(=O)N(CC(=O)NC2CCCC2)c2cnc3ccccc3c2)c1N,23.2,·,-23.9,·,·,·,5.1,-6.2
CCCCC(=O)Nc1cc(C)c2c(=O)oc3ccccc3c2n1,-14.9,-35.4,10.4,-31.1,-0.7,8.2,-2.2,-1.0
COc1ccc(S(=O)(=O)N2CCN(C)CC2)cc1,8.2,-3.2,-6.1,-1.4,-1.8,-3.4,-3.8,9.2
COCCNC(=O)c1onc(CSc2ccc(Cl)cc2)c1C(=O)O,-7.6,14.7,9.6,1.5,1.4,1.5,-0.8,6.6
c1cc2c(cc1Nc1nc(-c3ccc4c(c3)OCO4)cs1)OCCO2,-6.4,-207.6,2.5,-26.4,-7.1,24.2,-6.3,11.4
CCOC(=O)c1sc(NC(=O)CSc2ncn[nH]2)c(C#N)c1C,-5.4,14.7,-13.2,-0.5,-7.1,6.8,14.1,4.0
O=c1[nH]c(SCc2nc3ccccc3n2Cc2ccccc2)nc2ccccc12,-2.6,8.5,15.6,0.1,-6.5,-9.1,1.9,5.0
CN(C)Cc1nc2c(c(=O)[nH]1)C1(CCCCC1)Cc1ccccc1-2,0.6,7.1,4.3,0.5,-7.3,7.8,-10.4,2.9
COc1ccc(-n2nc(C(=O)NCC(=O)NCCCN3CCOCC3)c3ccccc3c2=O)c(OC)c1,-3.6,7.2,0.7,2.3,-7.9,0.3,0.6,-3.5
CC(C)=CCc1c(O)ccc(C2COc3c(CC=C(C)C)c(O)cc(O)c3C2=O)c1O (stereo not drawn),-1.6,-6.3,4.2,-8.6,1.7,-6.0,0.9,-3.2
O=C(COC(=O)c1ccccc1[N+](=O)[O-])NC(=O)c1ccccc1,-3.9,10.0,-0.8,1.7,-3.9,3.2,-0.2,-3.7
CC1CCN(CCc2nc3cc(NS(=O)(=O)c4ccc(F)cc4)ccc3n2C)CC1,-25.3,14.7,8.1,-1.7,5.1,20.2,-9.8,-3.9
FC(F)(F)c1ccc(-c2cccc3c2C2CC3CCN2)cc1 (stereo not drawn),·,16.3,·,0.8,-2.9,2.3,·,·
CC1(C)O[C@@H]2[C@H](O1)[C@@H](CO)O[C@H]2n1cnc2c(=O)[nH]cnc21,-11.6,6.8,9.2,0.0,-8.8,-0.4,-5.5,-3.7
CC(NC(=O)Cc1ccsc1)c1ccc(S(N)(=O)=O)cc1 (stereo not drawn),-4.6,16.0,2.6,0.3,-0.2,8.7,0.1,-0.8
CCOc1ccc2nc(-c3ccccc3)nc(SCC(=O)OC)c2c1,20.5,-62.8,4.9,-0.3,-2.0,-3.7,-4.0,-5.5
Cc1cccc2sc(N(CCN(C)C)C(=O)/C=C/c3cccs3)nc12,-4.7,-28.9,29.3,-0.2,-3.2,14.9,-4.0,8.1
CSc1nnc([C@@H](NC(=O)OC(C)(C)C)C(C)C)o1,-5.6,2.3,0.2,2.8,-0.4,-12.9,-4.4,-8.5
CCC1(c2ccccc2)NC(=O)N(CC(=O)Nc2ccccc2C(=O)NC2CC2)C1=O (stereo not drawn),-1.1,-16.8,1.5,1.2,0.2,2.4,10.4,-3.5
COc1ccc(CC(NC(C)=O)C(=O)NC2CCN(S(=O)(=O)c3ccccc3)CC2)cc1OC (stereo not drawn),-16.3,1.5,2.8,0.1,-5.8,-5.2,-1.6,-6.4
Cc1cccc(NC(=O)CSc2nnc(CCC(=O)Nc3ccc(C)c(Cl)c3)n2C)c1,-1.6,8.7,-9.9,1.9,-8.6,-17.7,4.4,1.9
Cc1cc(NC(=O)Nc2cccc(C)c2C)no1,-12.1,16.9,-6.8,1.3,-7.4,-23.4,-14.9,-5.7
CCCCN(C(C)=O)c1c(N)n(CCC)c(=O)n(CC(=O)Nc2cc(Cl)cc(Cl)c2)c1=O,15.4,11.0,3.3,1.6,19.2,-8.3,-1.1,0.8
COc1cc(OC)c(NC(=O)CCc2nc(-c3ccc(C)cc3)no2)cc1Cl,-4.8,11.2,6.6,2.0,14.8,11.4,-6.9,-3.8
Cc1ccnc(SCC(=O)NC2CCCCCC2)n1,-2.3,10.7,-8.3,1.9,-0.6,5.0,-9.6,0.8
CCOC(=O)C(=O)Nc1ccccc1C(=O)Nc1ccc(OC)cc1,-6.4,2.5,-6.4,0.5,-9.6,2.6,-7.6,-20.7
CCCN1Cc2cccc(C(=O)Nc3ccc(CC)cc3)c2C1=O,-16.3,14.4,3.5,1.4,1.0,-7.4,-0.1,-2.9
O=C(c1cc2cc([N+](=O)[O-])ccc2oc1=O)N1CCN(c2ncccn2)CC1,-6.5,12.5,1.0,-0.4,12.4,-13.9,1.3,8.7
CC(C)CN1CCC(Oc2cccc(C(=O)NCCc3ccccc3)c2)CC1,-5.4,5.7,-13.2,-0.7,-2.1,9.3,-3.7,-0.5
Cc1ccccc1CNS(=O)(=O)c1ccccc1[N+](=O)[O-],-1.1,14.2,-9.3,0.4,-9.6,14.9,7.7,-3.1
COc1ccc(C=C2C(=O)OC(C)(C)OC2=O)cc1OC,-11.4,4.6,4.8,0.8,-1.0,-13.0,-8.7,-5.2

# Record cards, as listed above:
# CCCCN(C(C)=O)c1c(N)n(CCC)c(=O)n(CC(=O)Nc2cc(Cl)cc(Cl)c2)c1=O is listed with SENP6 block = 15.4; SENP8 block-1 = 11.0; Apaf-1 inh = 3.3; SENP1 FRET inh = 1.6; HKDC1 inhibitor = 19.2; PfG6PD inh = -8.3; SENP8 block-2 = -1.1; SENP7 block = 0.8
# Cc1ccccc1CNS(=O)(=O)c1ccccc1[N+](=O)[O-] is listed with SENP6 block = -1.1; SENP8 block-1 = 14.2; Apaf-1 inh = -9.3; SENP1 FRET inh = 0.4; HKDC1 inhibitor = -9.6; PfG6PD inh = 14.9; SENP8 block-2 = 7.7; SENP7 block = -3.1

# (further entries)
SMILES,SENP6 block,SENP8 block-1,Apaf-1 inh,SENP1 FRET inh,HKDC1 inhibitor,PfG6PD inh,SENP8 block-2,SENP7 block
CC(C)C[C@H](N)c1cn([C@@H](Cc2cc3ccccc3[nH]2)C(=O)N2CCNCC2)nn1,-8.7,25.4,-12.1,-3.3,4.0,9.1,-6.8,0.1
O=C(Nc1cccc(C(F)(F)F)c1)c1ccc(Cn2cc(Br)cn2)o1,-1.7,0.6,14.6,-4.0,0.4,36.2,3.1,8.9
Cc1onc(-c2ccccc2)c1NC(=O)N(Cc1ccccc1)C(C)C,-9.0,7.4,-1.4,-0.1,2.8,12.1,-2.0,-15.2
COc1cc2ccccc2cc1C(=O)N1CCCCC1,-11.6,-47.5,2.7,1.3,-5.5,11.9,4.9,3.4
O=C(Nc1cccc(S(=O)(=O)N2CCOCC2)c1)c1ccc(Cl)c([N+](=O)[O-])c1,-1.0,11.6,1.7,-0.1,-3.7,13.4,-1.3,2.3
COc1ccc(Nc2nc3c(C)cccc3cc2C#N)cc1,-15.5,-20.9,18.1,-9.4,-8.2,7.2,3.8,4.8
CCOc1ccc(NC(=O)COC(=O)C2(C)CC2(Cl)Cl)c([N+](=O)[O-])c1 (stereo not drawn),16.2,8.9,25.9,1.2,-0.8,-12.7,7.2,5.3
COc1ccccc1CCNC(=O)C(=O)NCC1OCCN1S(=O)(=O)c1ccc(Br)cc1 (stereo not drawn),-14.3,14.0,26.3,0.1,-8.1,-1.8,-11.8,-4.7
CCS(=O)(=O)N1CCC(C(=O)NCCCOC)CC1,-3.1,9.6,-6.8,1.6,-7.9,-8.3,-2.3,-3.0
Cn1c(Oc2ccccc2)c(C=O)c2ccccc21,-0.7,17.9,0.5,0.1,-4.0,-17.3,3.4,-0.4
CCCN1CCN(CCCNC(=O)c2ccc3nc(N4CCCCC4)sc3c2)CC1,-2.2,7.2,8.2,1.1,-3.5,-16.7,8.9,4.5
O=C(COc1ccccc1)OCC(=O)c1ccc(O)cc1O,4.4,3.6,-3.2,2.0,-5.0,2.5,-7.9,9.3
Oc1[nH]c2ccccc2c1N=Nc1ncnc2c1oc1ccccc12,5.3,·,12.6,·,·,·,-14.8,1.0
Cn1c(=O)c2c(nc(N3CCOCC3)n2CCCNC2=NCCC2)n(C)c1=O,-11.9,21.6,-8.3,0.1,-8.8,-10.1,-10.4,16.8
CN1[C@@H]2CC[C@H]1CC(OC(=O)c1c[nH]c3ccccc13)C2 (stereo partly drawn),-8.1,12.5,-1.3,4.1,-5.3,-11.2,1.8,8.3
CCCNC(=O)NC(=O)COC(=O)c1ccc(OC)c(S(=O)(=O)N2CCCc3ccccc32)c1,-5.6,17.8,22.5,-2.5,-1.1,13.3,-4.4,-3.5
Cn1c(=O)c2c(SCc3cccnc3)nc(C3CC3)nc2n(C)c1=O,34.2,3.0,12.0,1.4,-2.7,-6.3,17.5,-4.9
O=C(/C=C/c1ccc(Cl)cc1)Nc1ccccc1N1CCOCC1,-4.4,15.7,12.4,0.0,-4.9,2.9,-6.4,-5.9
CC1=CC(C)(C)Nc2ccc(OC(=O)CN3C(=O)c4cccc5cccc(c45)C3=O)cc21,·,-9.2,·,-5.9,26.2,91.1*,·,·

# Assay outcomes: PubChem, Sanford-Burnham Center for Chemical Genomics
